Screens: PubChem, National Center for Advancing Translational Sciences (NCATS)
TrxR1 inh: blocks rat thioredoxin reductase 1; recombinant rTrxR1, NADPH fluorescence consumption, selenite substrate; O89049; Potency, µM (titrated, usually from 114 µM), inactives show at the top dose activity change, negative = inhibition, most hits filed as inhibitors; 390,000 compounds, 1% hits; note: nearly all actives have a fitted effect of over 65% in size
Target sequence (O89049 whole entry, looked up): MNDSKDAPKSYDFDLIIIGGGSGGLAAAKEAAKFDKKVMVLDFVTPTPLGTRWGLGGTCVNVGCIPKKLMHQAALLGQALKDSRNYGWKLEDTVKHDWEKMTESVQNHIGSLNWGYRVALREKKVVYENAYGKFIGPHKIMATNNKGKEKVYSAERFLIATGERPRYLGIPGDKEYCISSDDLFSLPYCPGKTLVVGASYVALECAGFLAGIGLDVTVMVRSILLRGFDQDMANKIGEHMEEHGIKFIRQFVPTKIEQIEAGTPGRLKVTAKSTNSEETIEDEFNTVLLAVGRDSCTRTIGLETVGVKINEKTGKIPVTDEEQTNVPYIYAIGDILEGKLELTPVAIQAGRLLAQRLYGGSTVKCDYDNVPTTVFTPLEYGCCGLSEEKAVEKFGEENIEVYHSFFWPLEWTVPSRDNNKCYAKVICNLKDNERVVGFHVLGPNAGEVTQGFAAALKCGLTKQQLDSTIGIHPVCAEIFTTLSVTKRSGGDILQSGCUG
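Rat TrxR1 (90 nM in the dispensed reagent) was pre-reduced with 400 uM NADPH for 5 min at room temperature, then incubated with compound for 15 min. After 400 uM selenite was added, NADPH fluorescence (Ex 340/Em 450 nm) was followed for 8 min.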
TrxR1 substrate: substrates of rat thioredoxin reductase 1; O89049; purified TrxR1 substrate turnover, NADPH consumption readout; Potency, µM (highest dose often 114 µM), without a hit: top-dose activity change, negative = substrate turnover; 390,000 compounds, 0.01% hits; AID 588456; note: nearly all actives have a fitted effect of over 50% in size
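Rat TrxR1, dispensed at 90 nM, was prereduced with 400 uM NADPH (final) for 5 min at ~22 deg C, then incubated with compound 15 min before 400 uM selenite. A first-read NADPH fluorescence drop versus no-compound background flagged substrates.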
Pin1 inhibitor: blocks the human prolyl isomerase Pin1; Q13526; 390,000 compounds, 0.009% hits; Pin1 FP peptide displacement, HiFluor488, 10 min; Potency, µM (titrated, usually from 115 µM), inactives show top-dose activity, negative = inhibition, usual class: inhibitors; active = well fitted inhibition curve with a large enough effect in the polarisation, with a control signal flat, not every such curve was filed as active; inconclusive = small, poorly fitted or top-dose-only effect, or effect the other way, or a change in a side signal; inactive = no such curve, though single readings can be large or run the other way; the % refers to the polarisation
Target sequence (Q13526 whole entry, looked up): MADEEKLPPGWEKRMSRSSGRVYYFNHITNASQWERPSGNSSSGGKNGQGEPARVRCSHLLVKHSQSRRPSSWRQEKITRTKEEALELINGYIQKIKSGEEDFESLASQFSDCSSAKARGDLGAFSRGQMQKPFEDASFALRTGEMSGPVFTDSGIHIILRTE
Numbers without * were called inactive; ? = inconclusive; & = joins results of further samples; [ ] = dose if it differs, or a comment. Unless noted, calls come from the whole dose curve; as a rule, active = well fitted inhibition curve with a large enough effect; inconclusive = small, poorly fitted or top-dose-only effect; inactive = no such curve, though single readings can be large or run the other way. % is set by controls: 0 for no effect and ±100 for the full control effect; potency is the fitted concentration of half-maximal effect.

no. | TrxR1 substrate | structure | Pin1 inhibitor | TrxR1 inh
1 | 5% | COc1ccc(C2C3C=CCC(c4cccc(/C=C/c5ccccc5)c4)C3C(=O)N2Cc2ccccc2)cc1Cl (stereo not given) | 13% | 6%
2 | 2% | O=C(O)c1ccc(-c2noc(-c3cccc(Cl)c3)n2)cc1 | 1% | 19%
3 | ? | COc1ccc(-c2nc3c(=O)n(C)c(=O)nc-3n(C)n2)cc1 | -17% | ?
4 | 1% | C[C@H]1C(=O)N(S(=O)(=O)c2ccc([N+](=O)[O-])cc2)[C@H]1c1ccc(F)cc1 | 1% | -23%
5 | 2% | COc1cccc2cc(C(=O)N(Cc3cccs3)Cc3cccs3)c(=O)oc12 | -3% | 13%
6 | 11%[57.1 µM] | CC(=O)Nc1ccn(C2CC3OCC(NC(=O)C(NC(=O)OC(C)(C)C)C(C)OCc4ccccc4)C3O2)c(=O)n1 (stereo not given) | 2% | 23%[57.1 µM]
7 | 4% | O=S(=O)(c1ccc2c(c1)CCCC2)N1CCN(c2nc(-c3ccccc3)nc3ccccc23)CC1 | 5% | 3%
8 | 0% | Nc1ncnc2c1nc(Br)n2C1CC(O)C(CO)O1 (stereo not given) | -7% | 18%
9 | -2% | COc1cccc(/C=C2/SC(=S)N(CC(=O)Nc3nccs3)C2=O)c1 | 0% | 11%
10 | -1% | CCCN1CNc2c(c(=O)[nH]c(=S)n2CCc2cccc(Cl)c2)C1 | 5% | 7%
11 | -1% | CC(C)(C)OC(=O)N1C2C=CC1C1=COCCN1C2=O (stereo not given) | -8% | -20%
12 | 35% | c1ccc(Nc2nc(-c3ccccc3)c(-c3ccccc3)s2)cc1 | -5% | 16%
13 | 1% | CC(=O)c1cccc(NC(=O)C(C)OC(=O)c2ccc(S(C)(=O)=O)c([N+](=O)[O-])c2)c1 (stereo not given) | -1% | 7.1µM*
14 | 60%[activator] | COc1ccc(CNc2ccccc2C(=O)NCc2ccccc2)cc1COc1ccc(NC(C)=O)cc1 | 47%[activator] | 16%
15 | 0% | CC(=O)N1CCN(c2ccc(NCc3ccc(-c4ccc(Br)cc4)o3)cc2)CC1 | 0% | -1%
16 | 0% | COc1ccc(-c2c(C3C4C=CCC(C)C4C(=O)N3Cc3ccccc3)ccc3ccccc23)cc1 (stereo not given) | 0% | 15%
17 | -8% | Cc1ccc(-c2cc(C3C4C=CCCC4(C)C(=O)N3Cc3ccccc3)ccc2F)cc1 (stereo not given) | 12% | 11%[57.1 µM]
18 | 13% | CCCN1CNc2c(c(=O)[nH]c(=S)n2CCc2cc(C)cc(C)c2)C1 | -1% | -4%
19 | -3% | CC1CC=CC2C1C(=O)N(Cc1ccccc1)C2c1ccc(F)c(Br)c1 (stereo not given) | ? | -13%
20 | -4% | COc1ccc(N=c2nc(-c3ccc(C)cc3)n(-c3ccccc3)s2)cc1 | 0% | -11%
21 | 2%[57.1 µM] | CC1(C)c2[nH]c3ccccc3c2C[C@@H]2C(=O)N(c3ccc(F)cc3F)C(=O)N21 | 6% | 12%[57.1 µM]
22 | 6% | COc1cccc(Sc2nc(N(C)C)ncc2S(=O)(=O)c2ccc(Cl)cc2)c1 | 0% | 19%
23 | 4% | O=C(NC1CCCCC1)c1cnn2c1NC(=C1CC1)C=C2C(F)F | -2% | 18%
24 | -5% | CC(=O)OCC(NC(=O)C(C)NC(=O)OC(C)(C)C)C1OC(n2ccc(=O)[nH]c2=O)C(OC(C)=O)C1OC(C)=O (stereo not given) | 0% | 2%
25 | 5% | COc1ccc(-c2ccc(OC)c(C3C4C=CCC(C)C4C(=O)N3Cc3ccccc3)c2)cc1OC (stereo not given) | 9% | 25%
26 | -5% | CC(C)NC(=O)COC(=O)CNC(=O)C1CCCCC1 | -1% | -6%
27 | -5% | CCCN1CCC(=O)N(C(CSc2ccc(OC)cc2)c2ccccc2)CC1 (stereo not given) | -4% | ?
28 | -6% | CCCN1CNc2c(c(=O)[nH]c(=S)n2CCc2ccc3c(c2)OCCO3)C1 | -2% | -21%
29 | 0%&-2% | C(/Oc1ccccc1)=C1\Nn2c(nnc2-c2cc(-c3ccccc3)n[nH]2)S1 | 4%&5% | 16%&12%
30 | -6% | CCCN1CNc2c(c(=O)[nH]c(=S)n2CCc2ccc(C)cc2)C1 | 0% | -13%
31 | -2% | Cc1ccccc1OCC(=O)NCC(=O)OCC(=O)c1ccc(F)cc1 | 5% | -9%
32 | 6%[57.1 µM] | N#CCCn1nc(Cc2cccc3ccccc23)c(C#N)c1N | 0% | 4%[57.1 µM]
33 | 8% | NCCCN(Cc1ccc(Cl)c(Cl)c1)c1ccccn1 | 43%[activator] | -5%
34 | -1% | CC(=O)c1ccc(C2CC34CN(Cc5cccc(Cl)c5)S(=O)(=O)C3CC2O4)cc1 (stereo not given) | 1% | 12%[57.1 µM]
35 | -4% | O=C(Nc1c(Cl)cc([N+](=O)[O-])cc1Cl)c1cc(Cl)cc(Cl)c1O | 2% | -16%
36 | -9% | COc1ccc(-c2cc(C3C4C=CCCC4(C)C(=O)N3Cc3ccccc3)ccc2F)cc1 (stereo not given) | ? | -5%
37 | 14% | O=S(=O)(c1ccc(C(F)(F)F)cc1)N1CCN(c2nc(-c3cccs3)nc3ccccc23)CC1 | 2% | 30%
38 | -2% | O=C1C[C@@H](c2ccc3ccccc3c2)N1S(=O)(=O)c1ccccc1[N+](=O)[O-] | -9% | 5%
39 | -6% | O=C(NCCCc1nc2ccccc2n1CCCCOc1ccccc1)C1CCCCC1 | -1% | 7%
40 | 2% | CCOC(=O)C1=CN(C(=O)OC(C)(C)C)C(CN2C(=O)COCC2=O)C1 (stereo not given) | -15% | 7%
41 | 3% | O=C(O)c1ccc(B(O)O)cc1 | -7% | -13%
42 | 1% | Clc1nc(NCc2ccco2)c2[nH]cnc2n1 | 1% | 28%[0.0914 µM]
43 | -1% | CC(=O)c1ccsc1B(O)O | -7% | -4%
44 | 13% | O=C(CNC(=O)c1ccccc1)OCC(=O)c1ccc2ccccc2c1 | -3% | 25%
45 | 14%&-1% | O=S(=O)(c1ccc(F)cc1)N1CCN(c2nc(-c3cccs3)nc3ccccc23)CC1 | -1%&32% | 15%&11%
46 | 2% | COC(=O)C1=C[C@@H](C(=O)OC)C2C3=C(C(=O)[C@@]2(CC(C)C)NC(=O)c2ccccc2)[C@H](C)n2c(=O)n(C)c(=O)n2[C@@H]3C1 (stereo not given in full) | -10% | 10%
47 | 2% | O=C1c2cc(S(=O)(=O)N3CCOCC3)ccc2-c2ccc(S(=O)(=O)N3CCOCC3)cc21 | 16% | 16%
48 | 6%&1% | Clc1ccc(CNc2ncnc3nc[nH]c23)cc1 | -4% | 16%&-2%
49 | -13% | COc1ccc(C2C=C3CNS(=O)(=O)C3CC2OC(=O)c2cccs2)cc1 (stereo not given) | ? | 2%
50 | 0% | O=C1COCCN1 | -7% | 14%
51 | 4% | N#Cc1c(N)n[nH]c1Cc1cccc2ccccc12 | -1% | 4%
52 | 5% | COc1ccc(CCn2c3c(c(=O)[nH]c2=S)CN(c2ccccc2)CN3)cc1OC | 1% | -10%
53 | 10%[0.0914 µM] | COc1ccc(N=c2nc(-c3ccccc3)n(-c3ccc(C)cc3)s2)cc1 | ? | 9%
54 | 2% | CCN(CC)CCC(c1ccc(N(C)C)cc1)c1c(OC)cc(OC)c2c(C)cc(=O)oc12 (stereo not given) | -5% | -10%
55 | 9%[0.0914 µM] | N#Cc1nc(-c2ccc(OCc3ccc(Cl)cc3)cc2)oc1N1CCCC1 | 12% | 11%
56 | -2% | N#Cc1nc(N)nc(N2CCCCC2)n1 | -2% | 5%
57 | -3% | COC(=O)C1CC1[C@H](NC(=O)c1cccnc1)c1ccccc1 (stereo not given in full) | -1% | -10%
58 | 6%[0.0914 µM] | O=C(NCCc1nc2ccccc2n1CCCOc1ccc2ccccc2c1)C1CCCCC1 | ? | 15%
59 | -3% | O=C(Nc1ccc(-n2nncc2-c2ccccc2)cc1)c1ccccc1 | 4% | -12%
60 | -1% | COc1ccc(CCn2c(=S)[nH]c(=O)c3c(C)cc(C)nc32)cc1OC | 17% | 11%

Quoted at random: two compounds from above
no. | TrxR1 substrate | structure | Pin1 inhibitor | TrxR1 inh
32 | 6%[57.1 µM] | N#CCCn1nc(Cc2cccc3ccccc23)c(C#N)c1N | 0% | 4%[57.1 µM]
49 | -13% | COc1ccc(C2C=C3CNS(=O)(=O)C3CC2OC(=O)c2cccs2)cc1 (stereo not given) | ? | 2%

Structures above with a Cl atom, in the order listed:
no. | TrxR1 substrate | structure | Pin1 inhibitor | TrxR1 inh
1 | 5% | COc1ccc(C2C3C=CCC(c4cccc(/C=C/c5ccccc5)c4)C3C(=O)N2Cc2ccccc2)cc1Cl (stereo not given) | 13% | 6%
2 | 2% | O=C(O)c1ccc(-c2noc(-c3cccc(Cl)c3)n2)cc1 | 1% | 19%
10 | -1% | CCCN1CNc2c(c(=O)[nH]c(=S)n2CCc2cccc(Cl)c2)C1 | 5% | 7%
22 | 6% | COc1cccc(Sc2nc(N(C)C)ncc2S(=O)(=O)c2ccc(Cl)cc2)c1 | 0% | 19%
33 | 8% | NCCCN(Cc1ccc(Cl)c(Cl)c1)c1ccccn1 | 43%[activator] | -5%
34 | -1% | CC(=O)c1ccc(C2CC34CN(Cc5cccc(Cl)c5)S(=O)(=O)C3CC2O4)cc1 (stereo not given) | 1% | 12%[57.1 µM]
35 | -4% | O=C(Nc1c(Cl)cc([N+](=O)[O-])cc1Cl)c1cc(Cl)cc(Cl)c1O | 2% | -16%
42 | 1% | Clc1nc(NCc2ccco2)c2[nH]cnc2n1 | 1% | 28%[0.0914 µM]
48 | 6%&1% | Clc1ccc(CNc2ncnc3nc[nH]c23)cc1 | -4% | 16%&-2%
55 | 9%[0.0914 µM] | N#Cc1nc(-c2ccc(OCc3ccc(Cl)cc3)cc2)oc1N1CCCC1 | 12% | 11%

(further entries)
no. | TrxR1 substrate | structure | Pin1 inhibitor | TrxR1 inh
61 | -3% | CC12CCC=CC1C(c1ccc3ccccc3c1Br)N(Cc1ccccc1)C2=O (stereo not given) | -4% | -19%
62 | -5% | O=C(CN1C(=O)c2ccccc2S1(=O)=O)Nc1cc(S(=O)(=O)N2CCOCC2)ccc1N1CCOCC1 | -5% | 9%
63 | 0% | CC(C)(C)OC(=O)N1C=CCC1CN1C(=O)COCC1=O (stereo not given) | -1% | 13%
64 | -4% | CCOC(=O)C(C#N)(Cc1cc(OC)cc(OC)c1)Cc1cc(OC)cc(OC)c1 | 5% | 25%
65 | -4% | O=C(Nc1ncnc2c1C(c1ccccc1)c1c(ccc3ccccc13)O2)c1ccccc1 (stereo not given) | ? | 10%
66 | 1% | COc1cc(OC)c2c(c1C(CCN1CCCC(C)C1)c1ccc(N(C)C)cc1)OC(=O)CC2c1ccc(N(C)C)cc1 (stereo not given) | -2% | -31%
67 | -17% | CCOC(=O)N1CCN([N+]([O-])=NOc2cc(O/N=[N+](\[O-])N(C)C)c([N+](=O)[O-])cc2[N+](=O)[O-])CC1 | -11% | 28µM*
68 | -13% | CC(=O)c1ccc(-c2cccc(C3C4C=CCCC4(C)C(=O)N3Cc3ccccc3)c2)cc1 (stereo not given) | 8% | ?
69 | 0% | CC(C)CN1CCC(=O)N(C(CSc2ccc(Br)cc2)Cc2ccccc2)CC1 (stereo not given) | ? | ?
70 | 48%[activator] | CC(C)S(=O)(=O)N1CCN(c2nc(-c3cccs3)nc3ccccc23)CC1 | 6% | 106%[activator]
71 | 1%[57.1 µM] | c1ccc(-c2nc(SCc3nc4ccccc4[nH]3)c3oc4ccccc4c3n2)cc1 | 25% | 10%[57.1 µM]
72 | 1% | CC(C)Oc1ccc(Cl)cc1Nc1nc(NCCO)nc(N2CCCC2)n1 | -1% | 37%[activator]
73 | 4% | CCCN1CNc2c(c(=O)[nH]c(=S)n2CCc2ccccc2OC)C1 | 1% | -1%

Record cards, as listed above.
Results for `COc1ccc(-c2ccc(OC)c(C3C4C=CCC(C)C4C(=O)N3Cc3ccccc3)c2)cc1OC` (stereo not given) → TrxR1 substrate = 5%; Pin1 inhibitor = 9%; TrxR1 inh = 25%
Results for `O=C(Nc1c(Cl)cc([N+](=O)[O-])cc1Cl)c1cc(Cl)cc(Cl)c1O` → TrxR1 substrate = -4%; Pin1 inhibitor = 2%; TrxR1 inh = -16%

This is a subset (hit frequency here may not be typical).
